UBC13 polyUb = inhibitors of human UBC13 polyubiquitin chain formation; TR-FRET; inhibition, % at 20 µM; hit rate 0.47% among 330,000; AID 485273; in the data active means inhibition above about 45%, passing the limit was not always enough
Apaf1 inhib = blocks human Apaf-1 apoptosome activity; hit rate 0.71% among 330,000; inhibition, % at 20 µM; reconstituted apoptosome caspase-3 activity, DEVD-Rh110 fluorescence; AID 489030; O14727; active means inhibition of at least 40% at 20 µM;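 further: plate controls were DMSO wells for no effect and DEVD-CHO caspase inhibitor wells for full effect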
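System – cell-free apoptosome with Apaf-1, procaspase-3 and caspase-9 · Buffer or medium – pH 7.5 Hepes buffer with CHAPS, BSA, DTT · Also added – cytochrome c with DEVD-Rh110 · Times – 30 min compound preincubation, 50 min activation, room temperature · Technique – Rh110 fluorescence intensity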
SENP7 block = SENP7 protease inhibition; hit rate 1.5% among 330,000; recombinant SENP7, Z-RLRGG-aminoluciferin luminescence, 40 min; inhibition, % at 5 µM;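 active means inhibition above about 50% at the single test dose, limit read from the data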;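 further: plate controls were DMSO with enzyme for no effect and no enzyme buffer wells for full effect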
A3G deaminase = inhibitors of human APOBEC3G DNA deaminase | Q9HC16 | recombinant A3G, ssDNA deamination FAM/TAMRA fluorescence | inhibition, % at 20 µM | hit rate 0.28% among 330,000 | AID 493012;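 active means inhibition of at least 40% at 20 µM, with no more than 30% in the related APOBEC3A deaminase screen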;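 further: plate controls were DMSO wells with A3G for no effect and wells lacking A3G enzyme for full effect; some compounds called inactive have numbers as strong as hits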
SENP6 inh = blocks the human protease SENP6; Q9GZR1; Recombinant SENP6 catalytic domain, aminoluciferin luminescence; inhibition, % at 10 µM; hit rate 1.8% among 330,000;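 active means inhibition above about 50% at the single tested dose, limit read from the data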;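 further: plate controls were DMSO wells with enzyme for no effect and DMSO wells lacking enzyme for full effect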
Target sequence (Q9GZR1 628-1112 limits assumed): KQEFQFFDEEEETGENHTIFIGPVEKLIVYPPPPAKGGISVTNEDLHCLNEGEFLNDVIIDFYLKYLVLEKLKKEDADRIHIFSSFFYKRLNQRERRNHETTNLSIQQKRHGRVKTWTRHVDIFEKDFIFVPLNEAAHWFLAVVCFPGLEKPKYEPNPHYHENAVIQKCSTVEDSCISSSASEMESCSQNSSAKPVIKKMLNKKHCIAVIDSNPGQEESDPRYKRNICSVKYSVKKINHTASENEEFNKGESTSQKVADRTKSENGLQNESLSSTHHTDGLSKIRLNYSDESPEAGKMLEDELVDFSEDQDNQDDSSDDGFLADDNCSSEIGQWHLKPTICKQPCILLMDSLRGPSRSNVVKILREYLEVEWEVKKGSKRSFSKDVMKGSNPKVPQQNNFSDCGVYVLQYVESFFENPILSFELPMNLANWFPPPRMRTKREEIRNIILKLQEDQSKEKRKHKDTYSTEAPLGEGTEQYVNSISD
SENP8 block-1 = inhibitors of human SENP8 protease; AID 602440; inhibition, % at 20 µM; hit rate 0.64% among 360,000; recombinant SENP8, Nedd8 substrate fluorescence; in the data active means inhibition mostly above about 40%, no sharp cut-off; inactive means mostly below about 27%
Target sequence (Q96LD8 whole entry, looked up): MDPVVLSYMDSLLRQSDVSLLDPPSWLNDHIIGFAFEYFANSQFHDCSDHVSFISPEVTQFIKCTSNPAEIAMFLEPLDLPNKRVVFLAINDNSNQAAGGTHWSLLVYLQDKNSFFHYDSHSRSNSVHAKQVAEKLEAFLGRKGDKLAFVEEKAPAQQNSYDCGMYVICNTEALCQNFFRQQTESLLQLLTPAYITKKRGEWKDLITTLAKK
SENP8 block-2 = inhibitors of human SENP8 protease; purified SENP8, Z-RLRGG-aminoluciferin cleavage, luminescence; hit rate 1.2% among 330,000; AID 2540; Q96LD8; inhibition, % at 10 µM; in the data active means inhibition above about 50%
SENP1 inh = SENP1 (human) catalytic domain inhibition | Q9P0U3 | recombinant SENP1 catalytic domain, CyPet-SUMO1-YPet FRET cleavage | inhibition, % at 10 µM | hit rate 0.21% among 360,000 | AID 624204;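 active means inhibition at least 30% at 10 µM, raw YFP signal under a set limit, fluorescence ratio 0.5 to 1.5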;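 further: 0% = enzyme with DMSO and 100% = no enzyme wells; some results filed as inactive read as strong as hits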
Target sequence (Q9P0U3 419-644 limits assumed): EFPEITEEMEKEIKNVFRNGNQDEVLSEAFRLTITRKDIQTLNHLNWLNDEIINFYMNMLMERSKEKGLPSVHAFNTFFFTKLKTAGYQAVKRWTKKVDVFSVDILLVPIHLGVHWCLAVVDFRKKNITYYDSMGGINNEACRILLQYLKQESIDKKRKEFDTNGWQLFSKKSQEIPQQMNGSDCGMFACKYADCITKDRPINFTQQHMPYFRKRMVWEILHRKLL
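Assay system – human recombinant His6-tagged SENP1 catalytic domain enzyme · Input – SENP1 enzyme, 20 pM final · Buffer or medium – Tris pH 8 buffer plus EDTA, NaCl, BME, BSA, NP40, catalase · Schedule – 50 min reaction at room temperature · Technique – FRET read of cyan and yellow fluorescence · Control set – no-enzyme wells low, DMSO-plus-enzyme wells high control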
Active calls of the source: *.

[1] O=C(NCc1ccc(F)cc1)C1CCN(S(=O)(=O)c2ccc3c(c2)OCCCO3)CC1
[2] CC(C)c1cc(C(=O)Nc2cccc(C(F)(F)F)c2)no1
[3] CN1CCN(C2=C(NS(=O)(=O)c3cccs3)C(=O)c3ccccc3C2=O)CC1
[4] CC(c1ccco1)N(C(=O)c1ccccc1NS(=O)(=O)c1cccc([N+](=O)[O-])c1)c1ccccn1 (configuration not stated)
[5] COc1cccc2cc(C(=O)C3=C(O)C(=O)N(CCN(C)C)C3c3ccc(F)cc3)oc12 (configuration not stated)
[6] O=C(CSc1nncn1-c1ccccc1)Nc1ccccc1
[7] CCOC(=O)N1CCN(Cc2nc3cc(NC(C)=O)ccc3n2C)CC1
[8] FC(F)(F)c1cc(-c2ccccc2)nc(N2CCOCC2)n1
entry no.,1,2,3,4,5,6,7,8
UBC13 polyUb,-3,4,-96,-5,-1,-6,3,36
Apaf1 inhib,-6,8,31,4,-16,-17,-2,6
SENP7 block,5,-3,7,-5,-5,7,-1,8
A3G deaminase,-3,-5,-3,-8,-3,5,0,-6
SENP6 inh,-12,-4,17,0,4,15,-25,-1
SENP8 block-1,12,12,30,-11,-15,5,16,-116
SENP8 block-2,5,-6,9,6,2,-8,2,2
SENP1 inh,2,2,-17,-3,-1,-1,-1,2

[9] Cc1ccc2c(c1)N(C(=O)CCC(=O)N1CCCCC1)CCO2
[10] CCCOc1ccccc1C(=O)N(Cc1ccco1)C1CCS(=O)(=O)C1 (configuration not stated)
[11] Cc1cccc(-c2c3c(=O)n(C)c(=O)n(C)c3c3cccnn23)c1
[12] CCN(CC)c1ccc2ccc(=O)oc2c1
[13] O=S(=O)(Nc1ccc(N2CCOCC2)cc1)c1ccc(F)cc1F
[14] CCN(CC1COc2ccccc2O1)S(=O)(=O)c1ccc(C)cc1 (configuration not stated)
[15] O=S(=O)(NCC(c1cccnc1)N1CCN(c2ccc(F)cc2)CC1)c1ccc(F)cc1 (configuration not stated)
[16] O=C(Nc1cccc([N+](=O)[O-])c1)C12CC3CC(C1)CC(n1cnc([N+](=O)[O-])n1)(C3)C2
entry no.,9,10,11,12,13,14,15,16
UBC13 polyUb,5,2,-16,4,-12,9,-8,3
Apaf1 inhib,8,-20,15,0,6,0,6,3
SENP7 block,3,0,-1,0,8,1,7,-1
A3G deaminase,-2,-8,6,-4,2,-11,-2,-2
SENP6 inh,-6,-9,19,-6,-19,-8,0,12
SENP8 block-1,12,0,15,-409,4,3,12,23
SENP8 block-2,-2,0,5,0,-2,-2,-11,3
SENP1 inh,0,0,62*,-22,-1,4,0,2

[17] O=[N+]([O-])c1ccc2nc(NCCCO)nc(-c3ccccc3)c2c1
[18] O=C(CSc1ccc(C(F)(F)F)cc1[N+](=O)[O-])N1CCOCC1
[19] CC(=O)c1ccc(NC(=O)C(C)OC(=O)c2ccc3c(c2)nc(C)n3-c2ccccc2)cc1 (configuration not stated)
[20] S=C(Nc1ccccc1)N(CCN1CCOCC1)Cc1cccc(Cl)c1
[21] Cc1cc(-c2ccccc2)nc(SC(C(=O)O)c2ccccc2)n1 (configuration not stated)
[22] C=CCn1c(SCC(=O)Nc2ccccc2CC)nnc1-c1ccncc1
[23] COc1ccc(C(=O)CN2CCN(c3ccc(F)cc3)CC2)cc1OC
[24] CC(C)c1nnc(NC(=O)CSc2nnc(-c3ccco3)o2)s1
entry no.,17,18,19,20,21,22,23,24
UBC13 polyUb,7,-7,-4,13,-8,11,2,6
Apaf1 inhib,12,6,18,-4,0,-14,-17,-7
SENP7 block,3,10,3,4,-3,10,0,-2
A3G deaminase,-7,-2,-1,-6,2,-8,-5,-6
SENP6 inh,19,-8,-3,3,0,5,-5,-4
SENP8 block-1,-92,11,-16,3,-7,4,31,-2
SENP8 block-2,4,-15,-13,0,-4,-3,5,-3
SENP1 inh,-50,-4,-1,3,1,1,0,1

[25] COc1cccc(OC)c1C(=O)NC(=S)Nc1cc(-c2nc3ccccc3[nH]2)ccc1Cl
[26] COc1ccc(C(=O)Nc2nc(C)cc(C)n2)cc1[N+](=O)[O-]
[27] CC(=O)c1cccc(NC(=O)C(C)OC(=O)c2cccc(S(=O)(=O)N3CCN(C)CC3)c2)c1 (configuration not stated)
[28] CC(C)NC(=O)CSCc1c(Cl)cccc1Cl
[29] Cc1ccc(S(=O)(=O)N(C)c2ccc(OCC(=O)N3CCCC(C(F)(F)F)C3)cc2)cc1 (configuration not stated)
[30] C=CCOn1c(=O)c(-c2ccc(Cl)cc2)[n+]([O-])c2ccccc21
[31] CC(C)NC(=O)CN1C(=O)C(C)(C)Oc2ccc(C(=O)NC3CCCCC3)cc21
[32] Cc1ccc(NC(=O)C2CC(=O)N/C(=N/N=C/c3ccco3)S2)cc1C (configuration not stated)
entry no.,25,26,27,28,29,30,31,32
UBC13 polyUb,-5,-5,6,1,11,2,0,-3
Apaf1 inhib,30,4,-10,7,34,7,4,-5
SENP7 block,4,-1,2,4,6,7,-6,3
A3G deaminase,-7,-3,-8,-4,-5,-6,-6,6
SENP6 inh,-7,-4,13,-5,-5,-1,-10,-10
SENP8 block-1,-77,24,28,4,18,-68,6,12
SENP8 block-2,5,-6,3,5,5,3,-6,-3
SENP1 inh,1,-1,0,-1,1,-7,-1,2

[33] COCCn1c(SCC(=O)NC2CC2)nnc1-c1ccco1
[34] CCN(CC)S(=O)(=O)c1ccc(NS(=O)(=O)CC23CCC(CC2=O)C3(C)C)cc1 (configuration not stated)
[35] CCCCC(=O)NC1(C(F)(F)F)C(=O)Nc2c1c(=O)n(C)c(=O)n2C (configuration not stated)
[36] CC(=O)c1ccc(N2CCN(C(=O)C3CCN(S(=O)(=O)Cc4ccccc4)CC3)CC2)cc1
[37] O=C(C[C@@H]1C/C=C\C[C@H](Cc2ccc(F)cc2)C(=O)OC[C@H]2CCCN2C1=O)NCCO
[38] C[C@H](CO)N1C[C@H](C)[C@@H](CN(C)S(=O)(=O)c2ccc(F)cc2)Oc2ccc(NC(=O)CCN3CCOCC3)cc2C1=O
[39] Cc1cc(C)n2nc(SCc3cccc(F)c3)nc2n1
[40] Cc1ccc(NC(=O)c2oc3ccc(S(=O)(=O)N4CCC5(CC4)OCCO5)cc3c2C)cc1C
entry no.,33,34,35,36,37,38,39,40
UBC13 polyUb,1,-10,6,3,11,9,-5,5
Apaf1 inhib,4,6,-8,-4,-11,19,7,3
SENP7 block,2,8,-9,2,1,-4,-4,2
A3G deaminase,-2,1,1,1,-6,6,-6,-1
SENP6 inh,21,9,1,-20,-21,-5,0,13
SENP8 block-1,20,21,21,-117,-5,-10,3,7
SENP8 block-2,2,3,12,-6,6,-5,-11,0
SENP1 inh,3,-2,0,1,-2,-2,0,1

[41] NC(=O)C1(N2CCCCC2)CCN(C(=O)CCCn2c(=O)[nH]c3ccsc3c2=O)CC1
[42] CC(=O)N(CCc1ccccc1)Cc1cc2cc(C)ccc2[nH]c1=O
[43] CC(C)NC(=S)Nc1c(N)[nH]c(=O)[nH]c1=O
[44] Cc1cc(C)cc(NC(=O)C2CCCN(c3ncccn3)C2)c1 (configuration not stated)
[45] CCCCCC1CC(CC(=O)O)C(=O)O1 (configuration not stated)
[46] COc1ccc(CCNC(=O)/C(C#N)=C/c2ccc(OCC(=O)NCC3CCCO3)cc2)cc1OC (configuration not stated)
[47] CCOC(=O)c1sc(NN=C(C(=O)OC)C(=O)OC)c(C(=O)OCC)c1C
[48] CC(C)C[C@H](NC(=O)c1[nH]cnc1C(=O)N[C@H](C)c1ccccc1)C(=O)OC(C)(C)C
entry no.,41,42,43,44,45,46,47,48
UBC13 polyUb,-1,4,-1,10,-3,-4,4,-4
Apaf1 inhib,-1,-4,-17,2,6,-5,4,30
SENP7 block,-4,4,0,0,0,-4,8,4
A3G deaminase,-2,2,4,-9,-7,-2,-6,-11
SENP6 inh,-6,14,-3,-3,-8,1,-4,2
SENP8 block-1,-2,-66,14,-60,11,8,12,18
SENP8 block-2,-6,2,2,2,8,3,-3,-11
SENP1 inh,1,2,4,0,2,-1,18,3

[49] O=S(=O)(NC1CC1)c1ccccc1
[50] Cc1ccc(C(=O)CSc2ccccc2C(=O)O)cc1
[51] CCN1CCCC1CNCc1cccc(OC)c1OCc1ccccc1 (configuration not stated)
[52] O=C(COc1ccc(Cl)cc1)Nc1ccc2c(c1)OCO2
[53] COc1ccc(NC(=O)Cn2nc(C)c([N+](=O)[O-])c2C)cn1
[54] COc1ccc(CN2CCN(Cc3cc4ccccc4o3)CC2CCO)cc1C (configuration not stated)
[55] C#CCOCCOCCOCCNc1nc(N2CCN(C(=O)[C@H](CO)n3cc([C@@H](N)C(C)C)nn3)CC2)nc(N2CCN(C(=O)[C@H](CCC(=O)O)n3cc([C@@H](N)CCCCN)nn3)CC2)n1
[56] COc1cccc(NC(=O)CN(C)C(C)C(=O)NC(C)c2ccc(Cl)cc2Cl)c1 (configuration not stated)
entry no.,49,50,51,52,53,54,55,56
UBC13 polyUb,-2,-3,-11,7,0,-2,45*,5
Apaf1 inhib,-7,-14,2,8,-19,8,12,-3
SENP7 block,0,20,0,6,-6,-11,-8,5
A3G deaminase,-7,-6,-8,-9,-12,-6,-7,-8
SENP6 inh,-12,20,1,-9,13,-4,-28,5
SENP8 block-1,12,15,12,18,23,6,2,8
SENP8 block-2,2,4,-4,1,1,-3,-13,4
SENP1 inh,1,2,1,1,0,0,0,1

[57] O=C(NCc1cccs1)c1cnc2ccccn2c1=O
[58] Cc1cc(C(=O)COC(=O)CC2Sc3ccccc3NC2=O)c(C)n1-c1cccc(C(F)(F)F)c1 (configuration not stated)
[59] Cc1ccc2nc(N3CCOCC3)c(C=O)c(=O)n2c1
[60] O=S(=O)(N/N=C/c1ccc2c(c1)OCCO2)c1ccccc1
entry no.,57,58,59,60
UBC13 polyUb,10,-16,0,-6
Apaf1 inhib,-15,17,-2,-8
SENP7 block,0,-9,10,-6
A3G deaminase,-1,0,-6,-1
SENP6 inh,-1,3,2,-6
SENP8 block-1,-266,2,1,9
SENP8 block-2,-4,-13,0,-4
SENP1 inh,-2,-3,1,2

Structural class, those above with a furan ring, fused or not.
[4] CC(c1ccco1)N(C(=O)c1ccccc1NS(=O)(=O)c1cccc([N+](=O)[O-])c1)c1ccccn1 (configuration not stated)
[5] COc1cccc2cc(C(=O)C3=C(O)C(=O)N(CCN(C)C)C3c3ccc(F)cc3)oc12 (configuration not stated)
[10] CCCOc1ccccc1C(=O)N(Cc1ccco1)C1CCS(=O)(=O)C1 (configuration not stated)
[24] CC(C)c1nnc(NC(=O)CSc2nnc(-c3ccco3)o2)s1
[32] Cc1ccc(NC(=O)C2CC(=O)N/C(=N/N=C/c3ccco3)S2)cc1C (configuration not stated)
[33] COCCn1c(SCC(=O)NC2CC2)nnc1-c1ccco1
[40] Cc1ccc(NC(=O)c2oc3ccc(S(=O)(=O)N4CCC5(CC4)OCCO5)cc3c2C)cc1C
[54] COc1ccc(CN2CCN(Cc3cc4ccccc4o3)CC2CCO)cc1C (configuration not stated)
entry no.,4,5,10,24,32,33,40,54
UBC13 polyUb,-5,-1,2,6,-3,1,5,-2
Apaf1 inhib,4,-16,-20,-7,-5,4,3,8
SENP7 block,-5,-5,0,-2,3,2,2,-11
A3G deaminase,-8,-3,-8,-6,6,-2,-1,-6
SENP6 inh,0,4,-9,-4,-10,21,13,-4
SENP8 block-1,-11,-15,0,-2,12,20,7,6
SENP8 block-2,6,2,0,-3,-3,2,0,-3
SENP1 inh,-3,-1,0,1,2,3,1,0

High-throughput results (PubChem)
